NPY2 pot ag = NPY-Y2 potentiators or agonists, primary screen, cell-based; hit rate 0.45% among 220,000; cells expressing NPY-Y2, potentiator/agonist read-out; activation, % at 3.6 µM; AID 1359, 2008; Neuropeptide Y receptor type 2 (Homo sapiens), P49146; in the data active means activation above about 27%;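 further: cells stimulated with NPY near EC25 plus isoproterenol at EC100; 0% = vehicle plus submaximal agonist and 100% = vehicle plus saturating agonist; some results beyond the cut were filed as inactive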
RBBP9 inhibitor = human RBBP9 inhibitors, primary screen, biochemical, fluorescence polarization, FP-Rh probe, HTS; recombinant RBBP9; inhibition, % at 7.94 µM; hit rate 0.2% among 220,000;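 active means inhibition above the campaign mean of all tested compounds plus 3 SD, cut at about 14% in these data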;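 further: plate controls were DMSO wells with RBBP9 for no effect and wells lacking RBBP9 protein for full effect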
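system = RBBP9 protein | input = RBBP9 at 2.5 µM in dispensed solution, before mixing | measured by = fluorescence polarization (mP), excitation 525 nm, emission 598 nm | incubation = enzyme-compound preincubation 30 min, then probe labeling 45 min, 25 °C | buffer or medium = Tris-NaCl-Pluronic buffer, pH 8.0 | compound = single dose 7.94 µM | also added = FP-Rh probe, 375 nM dispensing solution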
Ba/F3 V617F tox = reduced viability of JAK2V617F-dependent Ba/F3 cells, primary screen, JAK2V617F inhibitor project, cell-based, Ba/F3 EpoR-JAK2V617F, luminescence; inhibition, % at 5.6 µM; ATP luminescence; hit rate 1.1% among 220,000;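 active means inhibition above the campaign mean plus 3 SD over all tested compounds, cut at about 24% in these data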;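 further: cytokine-independent growth of Ba/F3 cells driven by EpoR plus mutant JAK2; 0% = DMSO-treated cells and 100% = JAK inhibitor I control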
S1P4 antag = S1P4 receptor antagonists, primary screen, cell-based; Sphingosine 1-phosphate receptor 4 (Homo sapiens), O95977; S1P4-expressing cells, antagonist mode, reporter read-out; inhibition, % at 4.98 µM; hit rate 0.26% among 220,000; AID 1510, 2009; in the data active means inhibition above about 29%;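 further: 0% = wells stimulated with agonist and 100% = vehicle wells without agonist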
NPY-Y1 PAM-ag = NPY-Y1 receptor potentiators or agonists, primary screen, cell-based; NPY-Y1 expressing cells, potentiator/agonist activation; activation, % at 3.6 µM; hit rate 0.37% among 220,000; AID 1304, 2008; in the data active means activation above about 33%, passing the limit was not always enough;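 further: cells stimulated with NPY at EC10 then isoproterenol at EC100; 0% = low agonist plus stimulus and 100% = saturating agonist plus stimulus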
Target sequence (P25929 whole entry, looked up): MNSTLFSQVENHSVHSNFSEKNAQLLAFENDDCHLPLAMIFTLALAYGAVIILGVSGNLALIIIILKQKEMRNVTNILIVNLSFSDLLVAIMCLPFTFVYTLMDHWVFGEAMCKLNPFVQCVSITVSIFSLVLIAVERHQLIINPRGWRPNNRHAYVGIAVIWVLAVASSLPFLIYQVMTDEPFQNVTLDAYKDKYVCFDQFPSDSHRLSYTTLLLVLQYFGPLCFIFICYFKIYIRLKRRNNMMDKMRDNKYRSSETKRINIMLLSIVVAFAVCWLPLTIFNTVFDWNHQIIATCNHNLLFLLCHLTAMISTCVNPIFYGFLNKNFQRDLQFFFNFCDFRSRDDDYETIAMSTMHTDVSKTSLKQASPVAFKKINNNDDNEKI
NPY-Y1 antag = NPY-Y1 receptor antagonists, primary screen, cell-based; Neuropeptide Y receptor type 1 (Homo sapiens), P25929; HEK293-CNG Y1 cells, membrane potential fluorescence; NPY at EC95, then isoproterenol; inhibition, % at 3.6 µM; hit rate 1% among 200,000; AID 1040, 2008;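 active means inhibition above the campaign mean inhibition of all tested compounds plus 3 SD, cut at about 20% in these data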;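 further: 0% = DMSO wells given NPY plus isoproterenol and 100% = isoproterenol alone without NPY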
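Material: HEK293 cells co-expressing NPY Y1 receptor and cyclic-nucleotide gated channel. Timing: compound incubation 1 h at room temperature, readout 45 min post-stimulation. Signal: fluorescence, membrane potential probe.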
Runt-CBFb FRET = inhibitors of RUNX1 Runt–CBFb binding, primary screen, biochemical, FRET, Cerulean-Runt, Venus-CBFb, uHTS | Runt-related transcription factor 1 (Homo sapiens) + Core-binding factor subunit beta … | Cerulean-Runt/Venus-CBFb FRET ratio 530/480, 1 h | inhibition, % at 20 µM | hit rate 0.46% among 220,000;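 active means inhibition over about 50% at 20 µM in the single-dose screen, limit read from the data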;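 further: 0% = DMSO wells and 100% = excess unlabeled CBFb competitor control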
Target sequence (Q01196 whole entry, looked up): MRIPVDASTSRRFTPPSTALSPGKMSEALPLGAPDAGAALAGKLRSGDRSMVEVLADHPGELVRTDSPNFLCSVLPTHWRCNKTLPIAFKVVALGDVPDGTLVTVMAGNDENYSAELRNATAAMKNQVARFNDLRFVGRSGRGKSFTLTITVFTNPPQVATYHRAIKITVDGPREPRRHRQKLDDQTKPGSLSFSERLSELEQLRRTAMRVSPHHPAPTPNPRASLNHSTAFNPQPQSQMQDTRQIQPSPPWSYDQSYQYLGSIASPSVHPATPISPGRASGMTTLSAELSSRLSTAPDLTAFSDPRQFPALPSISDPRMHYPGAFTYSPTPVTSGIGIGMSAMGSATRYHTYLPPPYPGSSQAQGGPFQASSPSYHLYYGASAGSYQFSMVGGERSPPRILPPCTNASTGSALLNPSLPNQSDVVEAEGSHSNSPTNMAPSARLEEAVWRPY
Target sequence (Q13951 whole entry, looked up): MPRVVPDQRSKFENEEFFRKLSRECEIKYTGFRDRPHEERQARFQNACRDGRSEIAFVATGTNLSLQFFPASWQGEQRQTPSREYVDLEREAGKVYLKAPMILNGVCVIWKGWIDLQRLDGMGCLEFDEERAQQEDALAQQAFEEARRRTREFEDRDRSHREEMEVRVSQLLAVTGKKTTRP
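Measured by: fluorescence energy transfer, 422 nm excitation, 530/480 nm emission; Assay system: Cerulean-Runt domain; Medium: Tris pH 7.5 buffer with BSA; Measure: loss of energy transfer signal; Controls: 5 µM unlabeled CBFb as full-inhibition high control; Incubation: protein complex preformed 1 h, compound exposure 1 h, room temperature, dark.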
S1P4 ag = S1P4 receptor agonists, primary screen, cell-based | Sphingosine 1-phosphate receptor 4 (Homo sapiens), O95977 | S1P4-expressing cell line, agonist reporter assay | activation, % at 4.98 µM | hit rate 0.35% among 220,000 | AID 1509, 2009; in the data active means activation above about 11%;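 further: 0% = DMSO vehicle and 100% = reference agonist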
BaF3 parental = parental Ba/F3 cell viability inhibition, counter-screen for JAK2V617F inhibitor project, murine pro-B, CellTiter-Glo luminescence | CellTiter-Glo ATP luminescence | inhibition, % at 5.6 µM | hit rate 1.1% among 220,000 | AID 1486, 2009;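 active means inhibition above a per-campaign cutoff, the mean inhibition of all tested compounds plus 3 SD, cut at about 27% in these data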;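 further: 0% = DMSO wells and 100% = JAK Inhibitor I control wells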
The depositor's hits bear a star; / = not tested or not shown.

SMILES	NPY2 pot ag	RBBP9 inhibitor	Ba/F3 V617F tox	S1P4 antag	NPY-Y1 PAM-ag	NPY-Y1 antag	Runt-CBFb FRET	S1P4 ag	BaF3 parental
COC(=O)CNC(=O)Cn1nc(C)c([N+](=O)[O-])c1C	13	-1	-1	-16	1	1	2	0.9	6
COc1cc(CN2CCN(c3cccc(C)c3C)CC2)cc(Br)c1O	12	-6	-2	-19	8	2	3	1.0	8
COc1ccc(OCC(=O)Nc2cc(-c3nn(C)c(=O)c4ccccc34)ccc2N2CCOCC2)cc1	-12	-4	3	1	-3	/	2	1.9	-8
COc1cc(C(C)=O)ccc1Oc1ncnc2c1cnn2-c1ccc(C)c(C)c1	-5	0	-4	-2	1	-4	-4	0.4	0
Cn1c(N)c(S(=O)(=O)N2CCN(C(=O)c3ccco3)CC2)c(=O)n(C)c1=O	-1	0	1	-7	-3	3	2	0.3	5
Cc1ccc(-c2cc(C(=O)Nc3cc(C)ccc3C)[nH]n2)c(O)c1	-7	-3	-1	-7	-19	1	-1	-0.9	5
O=C(CNC(=S)N(Cc1ccccc1)Cc1cccnc1)NCCc1ccccc1	-5	-4	1	-8	18	2	0	-0.3	7
CCOC(=O)CSc1nnc(CCCCCN2C(=O)c3cccc4cccc(c34)C2=O)o1	10	-7	1	-17	10	-1	-17	1.5	7
CC(=O)NC(=S)Nc1ccccc1C(=O)Nc1ccccc1	6	-1	2	-10	2	-3	3	1.7	6
CCCOc1ccc(C2C(=O)N(C3CCCCC3)CC(=O)N2CCCOCC)cc1OC (configuration not stated)	-14	-8	6	7	-11	5	-1	0.2	6
Cc1ccccc1S(=O)(=O)Nc1nc2ccccc2nc1Cl	-8	-3	-3	1	9	0	1	1.4	5
O=C(O)CCC(=O)N1CCc2cc(S(=O)(=O)N(CCc3ccccc3)Cc3ccccc3)ccc21	1	0	-3	-4	-13	-4	4	-5.4	3
COc1ccc(N(CC(=O)N2c3ccccc3CC2C)S(=O)(=O)c2c(C)noc2C)cc1 (configuration not stated)	8	-6	-5	20	-6	2	0	-0.5	3
CCc1ccc(OCC(=O)N2c3ccccc3CCc3ccccc32)cc1	-20	-9	7	-5	9	4	-4	1.9	18
COc1ccc(OC)c(Nc2nc(N)nc(-c3cc4ccccc4o3)n2)c1	-6	-3	0	-11	9	-9	3	2.4	5
Nc1nnn(CC(=O)N/N=C/c2ccncc2)n1	1	11	-4	10	11	/	1	0.0	-2
COc1ccc(C(=O)NC(=S)NCCc2ccccc2)cc1	-4	4	1	7	-43	10	1	1.2	5
O=C(O)CSCC(=O)NCc1ccccc1	-8	-3	-5	-2	-8	6	-1	-1.9	1
CCCCOCCCNC(=O)N[C@H](C(=O)OC)C(C)C	10	-5	-1	-8	18	1	-1	2.7	1
Cn1nc(C(=O)Nc2ccc(S(=O)(=O)N3CCCCC3)cc2)c2ccccc2c1=O	-7	-11	-1	-10	-1	1	-3	1.4	1
Cn1ncc(Br)c1C(=O)NC1C2CC3CC(C2)CC1C3 (configuration not stated)	13	-4	-5	-14	-9	5	-1	-2.0	-1
CCOC(=O)Cc1cc(=O)n2[nH]c(C)c(-c3ccc(OC)cc3)c2n1	-8	-9	3	-7	-56	16	-1	1.0	3
O=[N+]([O-])c1ccc(N2CCCCC2)cc1N1CCOCC1	6	-3	3	3	-11	-5	-6	-2.6	10
CCCCSc1nnc(-c2cc(Br)ccc2N)c(=O)[nH]1	2	-1	-2	1	-32	15	2	0.2	0
COc1ccc(CCn2c(NCc3ccco3)nc3c2c(=O)[nH]c(=O)n3C)cc1	-7	-7	8	-3	-17	-5	-2	1.0	1
COc1ccc(C2C3=C(OC(C)=O)c4ccccc4C3=Nc3c2c(=O)n(C)c(=O)n3C)cc1 (configuration not stated)	-8	-1	3	-6	-8	8	0	-0.7	12
CC(C)C(C)NC(=O)COc1ccc(S(=O)(=O)N2CCOCC2)cc1Cl (configuration not stated)	-3	-6	2	-29	10	-2	-2	1.2	4
O=C1C2C3C=CC(C2C(=O)N1c1nccs1)C1C(=O)N(c2nccs2)C(=O)C31 (configuration not stated)	-7	2	-1	7	10	-3	0	0.9	0
CN(C)c1ccc(C(=O)N2CCCC2)cc1	14	-5	-1	-6	22	0	1	0.9	1
CC1=NCCN1S(=O)(=O)c1cc(Cl)ccc1Cl	26	0	-1	-5	2	0	-1	-0.1	-2
CCCNC(=O)c1c(N)n(-c2cccc(OC)c2)c2nc3ccccc3nc12	14	-7	-2	-11	14	-2	62*	-0.8	3
CC1SCC(=O)N(CC(=O)NC2CCCCC2)C1=O (configuration not stated)	-13	-10	4	-3	-7	1	-1	-0.5	3
CC(Oc1ccc(Cl)cc1Cl)c1nc(-c2ccc(NC(=O)c3ccco3)cc2)no1 (configuration not stated)	4	-48	5	-23	-15	-2	-1	-0.8	3
COc1ccc(C2C3=C(CCCC3=O)Nc3n[nH]c(C)c32)cc1OC (configuration not stated)	-2	4	2	-14	3	/	1	0.6	-2
CCOc1ccc(C2C(C(=O)c3cccs3)=C(O)C(=O)N2CCCn2ccnc2)cc1 (configuration not stated)	-8	-1	-2	-3	6	4	-1	0.1	-1
S=c1[nH]nc(-c2ccccc2)n1Cc1ccccc1	12	2	-2	-1	6	-7	0	-3.2	0
O=C1C2ON(c3ccccc3)C(c3ccncc3)C2C(=O)N1c1ccc(N2CCOCC2)cc1 (configuration not stated)	-10	1	-5	-2	-29	-1	3	0.4	2
Cn1c(C(=O)NCc2ccccn2)cc2c(=O)n3ccccc3nc21	-2	-8	-2	-6	7	-5	27	3.3	1
CCOc1c(C(N)=O)c(-c2ccccc2)c2c(=O)[nH]c3ccccc3n12	-15	6	0	-1	7	-4	0	2.2	7
CCOc1ccc(OCCSc2nc(N)cc(=O)[nH]2)cc1	-7	-4	-2	0	3	/	1	-2.1	0
CC1CCN(c2nncc3ccccc23)CC1	7	8	-2	-9	-4	-3	0	-1.1	3
CCOC(=O)c1nnn(-c2nc(OC)nc(N3CCCC3)n2)c1-c1ccccc1	-11	-4	4	-4	-3	3	0	-1.9	10
Cc1c(C(=O)NCc2cccnc2)oc2ccc(S(=O)(=O)N3CCCCC3)cc12	7	4	14	1	3	-7	-7	0.1	7
O=C(Cc1nn[nH]n1)Nc1ccc(F)cc1F	-7	-9	-1	-2	-3	/	0	0.0	-2
Cc1[nH]c2ccccc2c1C(c1ccncc1)N1CCCCC1 (configuration not stated)	1	-2	-2	11	-3	6	5	-0.9	2
O=C(C1CCCN(S(=O)(=O)c2cnc[nH]2)C1)N1CCN(c2ccc(Cl)cc2)CC1 (configuration not stated)	11	-8	-2	-14	-1	-2	0	2.5	2
COc1ccc(NCCNc2ccc(OC)cc2)cc1	-2	2	1	-7	13	3	0	1.3	5
O=S(=O)(c1ccc2oc3ccccc3c2c1)N1CCOCC1	-4	1	-1	-1	6	1	0	-2.5	5
CCC1(C)Cc2c(sc3nnn(CC(=O)Nc4ccccc4)c(=O)c23)CO1 (configuration not stated)	4	0	0	-27	3	2	1	0.8	1
NS(=O)(=O)c1ccc(NC(=O)C2CCCN(S(=O)(=O)c3ccc(F)cc3)C2)cc1 (configuration not stated)	-7	-1	-3	-12	31	0	0	2.4	-1
Cc1cccc(C)c1NC(=S)N(CCCN1CCCCC1)Cc1ccco1	-14	-9	1	-16	-2	2	0	-0.2	3
CCCCn1c(SCC(=O)NCc2cccs2)nc2c1c(=O)n(C)c(=O)n2C	12	-2	-4	-13	-13	1	1	-0.8	-1
Cc1ccc(C(=O)CSc2nc3ccccc3c(=O)n2N)o1	-3	0	1	-6	9	-2	3	0.3	6
CC(C)N1CC(C(=O)Nc2ccc(Br)c(Cl)c2)CC1=O (configuration not stated)	18	-8	2	-6	18	-6	1	1.6	2
CC(C)c1cc(C(=O)N/N=C/c2cccnc2)n[nH]1	15	-6	-1	-27	-10	-4	0	0.0	3
O=C(CSc1nnnn1Cc1ccccc1)Nc1ccc2c(c1)OCO2	-12	0	3	-12	-9	10	0	-2.8	6
FC(F)(F)c1ccccc1Nc1nccs1	11	-4	-6	-1	10	-1	0	-2.0	-1
O=C(Nc1ccc2c(c1)oc1ccccc12)c1cccnc1	2	1	-1	-2	21	1	-1	0.5	-1
O=C(NNC(=O)C1CCN(S(=O)(=O)c2ccc(Cl)cc2)CC1)c1ccc(S(=O)(=O)N2CCCCC2)cc1	5	-7	-2	-1	-13	6	1	3.6	3
CCOC(=O)N1CCN(c2ncc(C(F)(F)F)cc2Cl)CC1	3	2	6	-7	-2	1	-1	-1.5	12
Later entries.
SMILES	NPY2 pot ag	RBBP9 inhibitor	Ba/F3 V617F tox	S1P4 antag	NPY-Y1 PAM-ag	NPY-Y1 antag	Runt-CBFb FRET	S1P4 ag	BaF3 parental
O=C(OCCN=C1NS(=O)(=O)c2ccccc21)c1ccco1	4	-9	3	8	18	4	0	-1.2	11
N#Cc1ccc(OCC(=O)NCCc2ccc(S(N)(=O)=O)cc2)cc1	16	-2	-5	-10	-17	-3	0	-0.7	3
Cc1nnc(SCC(=O)N2CCCC(C(=O)c3ccc(Cl)cc3)C2)o1 (configuration not stated)	7	-10	-2	-23	-18	0	0	0.0	-1
CN1CCc2nc(SCC(=O)Nc3cccc(F)c3)c(C#N)c(-c3cccs3)c2C1	-16	0	-3	-21	-11	8	4	0.6	1
CCOC1CS(=O)(=O)CC1OCC (configuration not stated)	-9	-5	3	-1	9	-3	/	-1.2	11
COC(=O)c1ccc(C)c(NC(=O)Cn2cnc3ccccc3c2=O)c1	8	-6	-1	-4	1	1	1	0.8	11
